RXFP1 agonist: RXFP1 (human) receptor agonism; Potency, µM (doses to about 57.5 µM), without a hit: at the top dose activation, usual class: activators; HEK293T-RXFP1 cAMP TR-FRET, 30 min; response scale: percent of porcine relaxin response, buffer zero; Q9HBX9; AID 2676; 370,000 compounds, 0.3% hits; active means well fitted activation curve with a large enough effect; further: potency means the concentration at half of the fitted maximal effect; on the % scale 0 is the no-effect control and ±100 the full control effect; nearly all actives have a fitted effect of over 60% in size; many of its hits are not listed in these tables
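cAMP rise read by TR-FRET after 30 min, 37C compound exposure (up to 58 uM) in RXFP1-transfected HEK293 cells with Ro 20174 present. EC50 from Hill-equation fits, with 29 nM porcine relaxin as 100% and buffer as basal.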
D1 antagonist: antagonists of human D1 dopamine receptor; P21728; HEK293 TREx D1 cells, calcium flux, dopamine EC80; stronger effect = lower value; activity change, negative = inhibition, % at 10 µM; 360,000 compounds, 3.2% hits; AID 504652; in the data active means activity change below about -30%; further: on the % scale 0 is the no-effect control and ±100 the full control effect
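Cells carrying a force-coupled, tetracycline-inducible human D1 receptor report calcium flux. Each well gets a 10 s baseline, compound with 180 s monitoring, then an EC80 dopamine stimulus with a second 180 s kinetic read.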
D2 agonist: activates the human D2 dopamine receptor; P14416; HEK293 T-REx D2 cells, calcium flux agonist mode; activation, % at 2 µM; 340,000 compounds, 0.53% hits; AID 485358;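 active means activation over 3 SD above normal in the single-dose calcium agonist read, cut at about 30% in these data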; further: 0% is about no effect
Target sequence (P14416 whole entry, looked up): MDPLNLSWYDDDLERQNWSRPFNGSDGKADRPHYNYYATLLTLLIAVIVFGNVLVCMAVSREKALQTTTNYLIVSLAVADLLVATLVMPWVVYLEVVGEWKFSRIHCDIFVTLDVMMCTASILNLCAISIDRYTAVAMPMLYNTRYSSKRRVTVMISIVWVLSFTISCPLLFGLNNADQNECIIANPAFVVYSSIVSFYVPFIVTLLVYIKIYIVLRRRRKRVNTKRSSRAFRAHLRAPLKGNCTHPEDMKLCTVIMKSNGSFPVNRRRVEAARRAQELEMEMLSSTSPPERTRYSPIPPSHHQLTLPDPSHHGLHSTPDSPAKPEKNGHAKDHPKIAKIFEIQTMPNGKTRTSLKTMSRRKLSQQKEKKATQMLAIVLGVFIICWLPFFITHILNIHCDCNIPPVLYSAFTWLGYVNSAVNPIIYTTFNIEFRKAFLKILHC
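Tetracycline-induced HEK293 Trex cells with D2 receptor force-coupled to calcium signaling, plated overnight at 30 C and loaded with no-wash calcium dye. Calcium flux read kinetically for 180 s after compound addition; responses flag agonists.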
D2 antag: D2 dopamine receptor (human) antagonism | inhibition, % at 10 µM | P14416 | AID 485344 | HEK293 TREx D2 cells, calcium flux, dopamine EC80 | 340,000 compounds, 2% hits; in the data active means inhibition above about 30%; further: 0% is about no effect
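Cells plated overnight at 30 C with tetracycline; no-wash calcium dye, 30–90 min RT; 10 s baseline; compound pinned; 180 s read; EC80 dopamine added; another 180 s read.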
D2 potentiator: positive allosteric modulators of human D2 dopamine receptor; 340,000 compounds, 0.34% hits; AID 485347; HEK293 T-REx D2, calcium flux, EC20 dopamine potentiation; potentiation, % at 10 µM; P14416;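 active means potentiation over 3 SD above the plate norm, cut at about 30% in these data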; further: 0% is about no effect
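Tetracycline-induced HEK293 T-REx cells force-coupled to calcium signalling expressed D2; compounds were pin-added after a 10 s baseline, read kinetically 180 s, then an EC20 dopamine challenge followed with a further 180 s calcium read.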
RXFP1 antag: blocks the human relaxin receptor RXFP1; 350,000 compounds, 0.59% hits; HEK293-RXFP1, relaxin-stimulated cAMP HTRF, 30 min; stronger effect = lower value; activity change, negative = inhibition, % at 57.5 µM; AID 1259400; Q9HBX9;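 active means activity change of -60% or lower, but not beyond a set lower limit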; further: on the % scale 0 is the no-effect control and ±100 the full control effect
D1 PAM: human D1 dopamine receptor positive modulation | P21728 | HEK293 TREx D1 cells, calcium flux, dopamine EC20 potentiation | potentiation, % at 10 µM | 360,000 compounds, 0.036% hits; in the data active means potentiation above about 30%; further: 0% is about no effect
TRHR PAM: allosterically enhances the human TRH receptor; P34981; TRHR cells, fluo-8 calcium fluorescence, EC20 TRH enhancement; enhancement, % at 2 µM; 360,000 compounds, 0.66% hits; AID 493056; in the data active means enhancement above about 30%; further: 0% is about no effect
Target sequence (P34981 whole entry, looked up): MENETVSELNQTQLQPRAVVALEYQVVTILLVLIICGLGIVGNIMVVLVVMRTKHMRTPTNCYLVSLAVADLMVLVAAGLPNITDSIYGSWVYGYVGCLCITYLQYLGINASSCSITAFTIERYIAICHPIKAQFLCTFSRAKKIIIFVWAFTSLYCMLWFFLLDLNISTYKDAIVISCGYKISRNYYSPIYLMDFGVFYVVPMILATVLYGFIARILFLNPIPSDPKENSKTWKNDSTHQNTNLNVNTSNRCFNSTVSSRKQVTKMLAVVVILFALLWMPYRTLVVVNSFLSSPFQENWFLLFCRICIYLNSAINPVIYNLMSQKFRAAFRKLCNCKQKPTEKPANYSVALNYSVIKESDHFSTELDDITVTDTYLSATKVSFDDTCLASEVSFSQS
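Enhancer read-out: after compound pinning and an initial kinetic agonist-mode read, an EC20 of TRH (10 nM final) was injected and fluo-8 calcium signal (Ex 480/Em 530) followed at 1 s/cycle for 100 cycles in TRHR-expressing cells.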
D1 agonist: agonists of human D1 dopamine receptor | 360,000 compounds, 1% hits | HEK293 T-REx D1 cells, calcium flux, agonist mode | AID 504660 | activation, % at 2 µM; in the data active means activation above about 30%; further: 0% is about no effect
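Inducible HEK293 T-REx D1 cells, force-coupled to calcium signalling, were plated at 4000 cells/well with tetracycline and held overnight at 30 C. After no-wash calcium dye loading, compound-evoked calcium rise over 180 s flagged agonists.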
An asterisk follows results filed as active; · = no result given. The list is partial; the hit share may differ from the screen's.

Values run as follows: RXFP1 agonist, D1 antagonist, D2 agonist, D2 antag, D2 potentiator, RXFP1 antag, D1 PAM, TRHR PAM, D1 agonist
CC(C)C1Cc2nc(Cl)c(C#N)cc2CO1 (configuration not stated)
  -1.1%, -6, ·, ·, ·, 7, -5, 6, 0
CCCCN(C)c1nc(-c2ccco2)c2c(c1C#N)CC(C)(C)OC2
  1.8%, 7, -1.2, -15, 6, ·, -4, -5, -1
O=C(NC1CC2CCCC(C1)N2Cc1ccccc1)c1ccc([N+](=O)[O-])cc1 (configuration not stated)
  2.6%, -57*, 0.1, 87*, -25, 3, 1, 3, 4
COc1ccc(NC(=O)NCc2ccc3c(c2)OCO3)cc1
  -0.8%, 13, 0.2, 6, 12, -3, -3, -1, 1
CC(=O)Nc1ccc(NC(=O)C(C)n2nc([N+](=O)[O-])c(Br)c2C)cc1 (configuration not stated)
  1.4%, -2, -0.1, -19, 7, -1, -9, 4, 1
COc1ccc(-n2nc(C(=O)N(C)c3cc(Cl)ccc3OC)c3c4ccccc4n(C)c3c2=O)cc1
  4.4%, 10, 0.1, ·, -1, -1, 1, 5, 0
NS(=O)(=O)c1ccc(CNS(=O)(=O)c2cccc3nonc23)cc1
  0.0%, 16, 0.6, 1, -1, -4, -4, 0, 3
COCCNc1nc(-c2ccccc2)nc2c1oc1ccccc12
  0.9%, -4, -0.9, 11, 0, -10, 3, -9, 1
CCCCNc1nc(Oc2ccc(=O)[nH]n2)nc(N(C)C)n1
  -0.9%, 11, -0.2, ·, 7, -4, 0, 0, -1
COc1ccc(C2(C)NC(=O)N(CC(=O)Nc3cccnc3Cl)C2=O)cc1 (configuration not stated)
  -1.7%, 16, 1.1, -5, -13, -9, -1, -12, 17
CCC(CC)c1nnc(NC(=O)Cc2cccs2)s1
  0.0%, 17, -1.4, 9, 6, 3, -2, -5, 8
Cc1nc2sccn2c(=O)c1S(=O)(=O)Nc1cc(Cl)ccc1O
  1.3%, -9, 1.6, ·, 0, -6, 1, 3, 17
CCCS(=O)(=O)C/C(N)=N/OC(=O)c1ccc(Cl)cc1
  -0.3%, -13, ·, ·, ·, -20, 1, 5, 2
COc1ccccc1C(=O)N=c1sc2c(C)ccc(OC)c2n1C
  6.9%, 20, -0.8, 8, 12, -8, -1, 20, 3
COc1ccc(NC(=O)Cn2c(=O)ccc3cc(S(=O)(=O)N4CCCC4)ccc32)cc1Cl
  8.2%, -5, 0.6, ·, -1, ·, 2, -2, 3
COc1cc(C(=S)N2CCOCC2)cc(OC)c1OC(=O)c1cccc(C)c1
  1.2%, -1, 0.2, -6, -1, 7, -4, 4, 2
CCN(C(=O)CN1C(=O)NC(c2ccccc2)(c2ccc(C)c(C)c2)C1=O)C1CCCCC1 (configuration not stated)
  1.5%, 3, 0.8, -10, 14, -9, 0, 4, 8
C[C@@H]1CC=C[C@H]2[C@H]1C(=O)N(Cc1ccccc1)[C@H]2c1ccc(-c2cc3ccccc3s2)cc1F
  5.2%, -3, 0.2, 5, -1, ·, -3, -3, 2
CC1CCCc2sc3ncn(N)c(=N)c3c21 (configuration not stated)
  14%, -21, 0.9, -13, 7, -19, -5, -6, 1
O=C1CSC(c2ccc3c(c2)OCO3)N1c1ccc(Oc2ccccc2)cc1 (configuration not stated)
  -2.8%, -2, 0.2, 3, 2, -6, -4, -3, 7

Profiles as entered above. Order of values: RXFP1 agonist, D1 antagonist, D2 agonist, D2 antag, D2 potentiator, RXFP1 antag, D1 PAM, TRHR PAM, D1 agonist
COc1ccc(NC(=O)NCc2ccc3c(c2)OCO3)cc1 is entered as -0.8%, 13, 0.2, 6, 12, -3, -3, -1, 1
COc1cc(C(=S)N2CCOCC2)cc(OC)c1OC(=O)c1cccc(C)c1 is entered as 1.2%, -1, 0.2, -6, -1, 7, -4, 4, 2
CC1CCCc2sc3ncn(N)c(=N)c3c21 (configuration not stated) is entered as 14%, -21, 0.9, -13, 7, -19, -5, -6, 1
CCCCNc1nc(Oc2ccc(=O)[nH]n2)nc(N(C)C)n1 is entered as -0.9%, 11, -0.2, ·, 7, -4, 0, 0, -1
C[C@@H]1CC=C[C@H]2[C@H]1C(=O)N(Cc1ccccc1)[C@H]2c1ccc(-c2cc3ccccc3s2)cc1F is entered as 5.2%, -3, 0.2, 5, -1, ·, -3, -3, 2

Next part:
Values run as follows: RXFP1 agonist, D1 antagonist, D2 agonist, D2 antag, D2 potentiator, RXFP1 antag, D1 PAM, TRHR PAM, D1 agonist
CCn1cc(C(=O)NP(=O)(Nc2ccc(C)cc2)Nc2ccc(C)cc2)c2ccccc21
  -1.0%, 4, 0.4, 12, -7, -5, -2, -6, 6
COc1ccc(NC(=O)C2CC(=O)N(C(C)C)C2)cc1 (configuration not stated)
  -0.3%, 8, -0.7, -18, 1, 0, -2, 3, 3
CCOC(=O)[C@H]1[C@H]2COc3ccc(Cl)cc3[C@@H]2N2C(=O)c3cc(F)ccc3NC(=O)[C@@]12C
  -3.1%, 7, 1.0, 1, -3, ·, 4, 1, 31*
CC(C)=NN1C(c2nonc2N)=NOC1(C)C
  -1.0%, 11, 1.1, 20, 4, 1, -1, 1, 4
CCN(C(=O)c1cc(S(=O)(=O)N2CCCC2)ccc1C)C1CCS(=O)(=O)C1 (configuration not stated)
  -0.8%, 11, 0.1, -9, -7, -2, 1, 5, 2
Cc1nn(CC(=O)NCc2ccccc2)c(=O)c2ccccc12
  1.3%, 29, 0.1, -6, 5, -5, -3, 10, 2
O=C(CCn1c(=O)c2sccc2n(Cc2ccc(F)cc2)c1=O)NCc1ccc2c(c1)OCO2
  13%, 14, ·, ·, 4, 9, 3, 5, -2
O=C1CCCC2=C1C(c1cccc(O)c1)C1=C(N2)c2ccccc2C1=O (configuration not stated)
  -1.5%, -23, 2.0, -6, 11, -14, -4, -3, 1
CC(C)N1CCC(N2CCN(Cc3ccc(Oc4ncccn4)cc3)CC2CCO)CC1 (configuration not stated)
  -7.3%, -2, 0.7, 17, -6, 10, 1, -12, 2
O=c1[nH]c(SCc2cccc([N+](=O)[O-])c2)nc2[nH]ncc12
  4.7%, -12, -0.5, 0, -3, 5, -3, -3, -1
CC1CCC(NC(=O)C2CCN(c3nc4ccccc4s3)CC2)CC1 (configuration not stated)
  0.7%, -5, -2.9, 9, 5, 2, -4, 4, 7
CCOC(=O)c1sc(NC(=O)c2ccco2)nc1C
  5.9%, -1, -0.1, -2, 10, ·, -1, 0, 1
COC(=O)c1cc(S(=O)(=O)NCc2cc(OC)c(OC)c(OC)c2)cn1C
  1.0%, 3, 0.0, -5, 6, 3, -4, 2, 8
c1ccc(Cc2noc(CN3CCCC(CN4CCOCC4)C3)n2)cc1 (configuration not stated)
  -0.3%, -1, -0.1, 5, 4, -19, 2, 2, 1
COc1ccccc1N1CCN(C(=O)CCCCn2c(=O)[nH]c3ccsc3c2=O)CC1
  1.5%, 12, -1.2, 2, -1, -5, -4, -3, 1
CC1CCCN(C(=O)C(C)Sc2nc(-c3ccccc3)cc(C(F)(F)F)n2)C1 (configuration not stated)
  0.2%, -5, -0.4, 2, -10, -29, 3, 8, 0
CCCCN1C(=O)c2ccc(C(=O)Nc3ccccc3N3CCOCC3)cc2C1=O
  -2.9%, 8, 2.7, 44*, 7, -5, 10, 1, 0
Oc1ccccc1O
  1.8%, 14, ·, ·, 14, ·, 1, 1, -1
CC(=O)NN=C1CCC(c2ccccc2)CC1 (configuration not stated)
  2.1%, -3, 1.8, 7, -1, 5, -9, -2, 1
CCC(C(=O)NCc1ccc(F)cc1)N(CCc1ccccc1)C(=O)c1snc(C(N)=O)c1N (configuration not stated)
  -1.0%, 11, -1.3, -3, -2, 10, 4, -1, 2
CCOC(=O)c1c(NC(=O)c2ccccc2C)sc2c1CCCC2
  9.9%, 11, -0.4, ·, -1, -2, -4, 0, 1
O=C(NCc1ccc2c(c1)OCO2)C1CC(c2ccc(Cl)c(Cl)c2)=NO1 (configuration not stated)
  3.9%, -25, -0.2, 18, -9, 9, -10, -2, 13
CC1CN(S(=O)(=O)c2ccc(NC(=O)CCCN3C(=O)c4ccccc4C3=O)cc2)CC(C)O1 (configuration not stated)
  0.5%, 20, 0.1, 4, -14, 0, 5, 2, 4
COc1ccc(-n2nc3c(N4CCC(C(=O)NCC(C)c5ccccc5)CC4)nnc(C)c3c2C)cc1 (configuration not stated)
  10%, 48, 0.5, -9, 8, 0, 8, -2, 5
COc1ccc(OCC(=O)Nc2ccc(Cl)c(-c3nc4ncccc4o3)c2)cc1
  0.7%, 4, 0.4, ·, 17, ·, -9, 2, 5
NS(=O)(=O)c1ccc(CCNC(=O)CN2C(=O)c3ccccc3S2(=O)=O)cc1
  1.9%, -3, 0.5, 2, -9, 1, 2, 9, 0
Cc1nn(C)c(C)c1CS(=O)(=O)c1ccccc1
  2.1%, -16, 0.3, 4, -2, -38, -2, -3, 4
CCC(C)Sc1nc2c(c(=O)[nH]1)C(c1cccs1)C1=C(CCCC1=O)N2 (configuration not stated)
  3.6%, -11, -1.3, 9, 2, ·, -1, 2, 3
O=C(c1ccccc1)c1nc[nH]c1C(=O)Nc1ccccc1
  0.6%, 0, -0.1, -3, 8, -11, -4, -11, 0
Cc1ccc(C)c(S(=O)(=O)Nc2ccc(C(=O)N3CC(C)OC(C)C3)cc2)c1 (configuration not stated)
  2.8%, 10, -1.4, -9, 9, -1, -3, 4, 2
CCOC(=O)N1CCN(CC(O)c2c[nH]c3ccc(OC)cc23)CC1 (configuration not stated)
  -1.5%, 4, -1.9, -5, 9, 1, 1, 0, 0
COc1ccc(-c2csc(N(CCCN3CCOCC3)C(=O)CCl)n2)cc1
  0.4%, -2, 0.3, -6, 14, 2, -5, 2, -1
COc1cc(C(=O)NCc2ccc(C(=O)NCC(OC)OC)cc2)cc(OC)c1OC
  1.5%, -18, 0.5, 0, ·, -7, -1, 7, 0
CCOC(=O)C1(CC2CCCCO2)CCN(Cc2ccccc2-c2ccco2)CC1 (configuration not stated)
  -0.4%, -13, -0.9, -4, -8, -11, -4, -1, 1
C#CCNc1c(C)c(C)nc2ncnn12
  3.7%, -2, 0.5, 3, -15, -10, -2, -2, 3
Cc1cccc(C(=O)NC2CCN(S(=O)(=O)c3ccccc3)CC2)c1
  -2.0%, -4, 0.3, -8, 12, 14, 1, 2, 1
CC(=O)N1CCN(CC(O)COc2ccc(Br)cc2)CC1 (configuration not stated)
  -0.4%, 29, ·, ·, ·, -1, -4, 8, 4
CC(=O)COC(=O)c1ccc2noc(-c3ccccc3)c2c1
  -0.5%, -6, 0.2, -26, -1, 0, 2, 10, 0
N#CC1=C(N)Oc2c(ccc3cccnc23)C1c1cccnc1 (configuration not stated)
  3.8%, 9, 1.8, 3, 7, 5, -1, 0, -3
COc1cc2cc(CCCOC(=O)CCC(=O)O)oc(=O)c2cc1OC
  -0.5%, ·, 0.3, 4, 20, ·, 7, 3, -2
CNS(=O)(=O)c1cc(-c2nnc(Nc3ccc(NC(C)=O)cc3)c3ccccc23)ccc1C
  1.8%, 6, -0.2, 13, 4, 7, -1, 0, 1

Source: PubChem BioAssay
